697 NFkB inh: inhibitors of the PMA/ionomycin-induced NF-kB reporter in 697 B cells; 697 B-cell NF-kB luciferase reporter, 16 h; inhibition, % at 4 µM; actives 0.33% (n = 330,000); in the data active means inhibition above about 35%
Jurkat NFkB inh: inhibitors of the PMA/ionomycin-induced NF-kB reporter in Jurkat cells; actives 0.53% (n = 330,000); PMA/ionomycin-induced NF-kB luciferase reporter, luminescence; AID 435003; inhibition, % at 4 µM; in the data active means inhibition above about 50%
Mdm2-MdmX inh: human Mdm2/MdmX binding inhibition; O15151+Q00987; SaOS-2 split-luciferase Mdm2/MdmX complementation, luminescence; inhibition, % at 8 µM; actives 3% (n = 330,000); AID 485346;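 active means inhibition of at least 50% at 8 µM in the primary screen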
Target sequence (O15151 whole entry, looked up): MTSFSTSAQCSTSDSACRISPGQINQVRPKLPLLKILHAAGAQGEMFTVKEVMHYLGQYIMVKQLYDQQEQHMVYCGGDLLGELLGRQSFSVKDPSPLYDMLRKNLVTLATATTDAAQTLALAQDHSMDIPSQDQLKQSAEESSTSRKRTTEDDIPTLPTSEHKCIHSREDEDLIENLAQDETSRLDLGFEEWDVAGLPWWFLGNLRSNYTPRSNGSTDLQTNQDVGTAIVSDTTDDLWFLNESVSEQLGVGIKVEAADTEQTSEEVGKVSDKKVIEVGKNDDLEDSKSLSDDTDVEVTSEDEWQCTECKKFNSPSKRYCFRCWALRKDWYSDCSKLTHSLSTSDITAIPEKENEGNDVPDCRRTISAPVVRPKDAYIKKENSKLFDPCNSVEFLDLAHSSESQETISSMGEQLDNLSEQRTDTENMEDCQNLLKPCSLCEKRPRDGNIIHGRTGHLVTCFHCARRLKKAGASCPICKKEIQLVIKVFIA
Target sequence (Q00987 whole entry, looked up): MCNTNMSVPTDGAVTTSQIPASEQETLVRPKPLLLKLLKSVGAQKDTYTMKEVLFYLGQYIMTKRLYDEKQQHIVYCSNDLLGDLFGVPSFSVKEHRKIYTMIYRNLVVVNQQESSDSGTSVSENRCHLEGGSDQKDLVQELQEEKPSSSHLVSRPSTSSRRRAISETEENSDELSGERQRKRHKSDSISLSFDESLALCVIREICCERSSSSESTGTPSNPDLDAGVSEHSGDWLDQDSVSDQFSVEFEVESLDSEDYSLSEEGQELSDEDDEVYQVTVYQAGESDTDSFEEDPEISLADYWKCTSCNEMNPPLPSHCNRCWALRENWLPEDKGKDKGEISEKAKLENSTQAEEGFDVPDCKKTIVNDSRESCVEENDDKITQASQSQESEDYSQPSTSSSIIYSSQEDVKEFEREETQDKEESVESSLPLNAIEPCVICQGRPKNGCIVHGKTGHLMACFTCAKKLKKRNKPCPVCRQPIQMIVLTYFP
TIM10 inh: inhibits growth of TIM10 yeast strain; S. cerevisiae TIM10 strain growth, BacTiter-Glo luminescence, 24 h; inhibition, % at 10 µM; actives 1.4% (n = 330,000);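 active means inhibition of 40% or more at the single tested concentration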;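 further: wild-type TIM10 isogenic control strain grown at permissive 25 °C; 0% = DMSO yeast wells and 100% = minimal medium wells without yeast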
UPR XBP1 act: activators of adaptive arm of unfolded protein response (XBP1). activation, % at 20 µM. AID 463104. CHO-XBP1 luciferase reporter, IRE1-XBP1 UPR activation, luminescence; percent of tunicamycin response, DMSO as zero. actives 0.33% (n = 330,000);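 active means versus positive control, 20 µM dose yields 30% or more activation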;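 further: 100% = tunicamycin at 10 µg/mL and 0% = DMSO only wells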
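incubation = overnight seeding at 37 °C, 6 h compound treatment at 37 °C | assay system = CHO-XBP1 cells stably carrying IRE1-XBP1-driven luciferase reporter | input = 1000 cells per well | detection = luciferase luminescence | dosing = single point, 20 µM final compound, 1% DMSO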
tim23-1 inh: inhibits growth of tim23-1 mutant yeast; S. cerevisiae tim23-1 growth, BacTiter-Glo luminescence, 24 h; inhibition, % at 20 µM; AID 463212; actives 1.3% (n = 330,000);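 active means growth inhibition of the mutant yeast at or above 50%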;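 further: temperature-sensitive mutant grown at 25 °C; plate controls were DMSO-treated mutant yeast for no effect and medium wells lacking yeast for full effect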
UPR CHOP act: activators of apoptotic arm of unfolded protein response (CHOP); CHO-CHOP luciferase reporter, UPR activation, luminescence; percent of tunicamycin response over DMSO baseline; activation, % at 10 µM; actives 0.34% (n = 330,000); AID 449763;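 active means at 10 µM dose, activation of 40% or more, normalized to positive control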;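 further: 100% = tunicamycin at 10 µg/mL and 0% = DMSO alone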
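System: CHO CHOP reporter cells. Amount: 500 cells per well. Buffer or medium: F12 medium, 10% FBS. Compound dosing: one dose, 10 µM in 0.5% DMSO. Incubation: 6 h compound exposure at 37 °C after overnight seeding. Technique: Steady-Glo luciferase luminescence. Benchmarks: tunicamycin and DMSO controls.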
tim10-1 inh: tim10-1 yeast growth inhibition | S. cerevisiae tim10-1 ts strain growth, BacTiter-Glo, 24 h | inhibition, % at 20 µM | actives 2.2% (n = 330,000);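 active means inhibition of at least 40%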;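 further: mutant grown at 25 °C; 0% = DMSO wells with yeast and 100% = wells holding no yeast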
Numbers without * were called inactive.

SMILES	697 NFkB inh	Jurkat NFkB inh	Mdm2-MdmX inh	TIM10 inh	UPR XBP1 act	tim23-1 inh	UPR CHOP act	tim10-1 inh
Cc1cc(N2CCN(S(=O)(=O)c3ccc4ccccc4c3)CC2)n2ncnc2n1	-4	6	-2	21	4	6	-0.6	12
CCN(CC)S(=O)(=O)c1ccc2nc(NC(=O)c3cccs3)sc2c1	-54	-14	-49	30	2	16	3.9	13
CCOC(=O)C1(CCc2ccccc2)CCN(C(=O)[C@@H]2C[C@@H](C)NC(=S)N2)CC1	12	0	25	9	-3	18	-2.0	4
CC1CC(C)CN(C(=O)Cn2c(=O)n(CCCCC(=O)NCc3ccco3)c(=O)c3ccccc32)C1 (stereo not drawn)	-10	-10	19	-4	-5	5	0.3	0
CN(CC(=O)N1CCN(c2ccccc2)CC1)S(=O)(=O)c1cnc[nH]1	-9	-3	18	-3	1	4	-0.4	3
COc1ccccc1N1CCN(/N=C(\C)c2ccc(O)cc2)CC1	-4	-11	7	3	-5	1	3.0	2
COc1ccc(N2CCN(C(=O)CCCn3c(=O)[nH]c4ccsc4c3=O)CC2)cc1	-9	7	9	8	-2	19	-0.8	24
COc1ccc(Cn2c(=O)c3[nH]cnc3n(-c3ccccc3C)c2=O)cc1	-34	25	48	-9	4	4	1.2	-11
Nc1ccc(C#Cc2ccc3oc4ccccc4c(=O)c3c2)cc1	-32	-40	8	2	4	-4	5.5	0
CCS(=O)(=O)Nc1ccc(C2=NN(C(=O)c3ccco3)C(c3cccc(F)c3)C2)cc1 (stereo not drawn)	6	1	23	9	-1	13	0.5	21
Cc1ccc2[nH]c(-c3ccccc3)c(CN(C)C)c(=O)c2c1	6	-8	15	10	2	15	-1.2	2
CCN(Cc1ccccc1)C(=O)c1cc2cc(OC)c(OC)cc2[nH]1	19	4	28	14	-1	-5	0.4	-4
CCC1=C/C(=C/N(C)c2ccccc2)C(=O)S1	6	5	11	35	-3	31	16	26
O=C(NCC1COc2ccccc2O1)c1ccc(Cl)c(S(=O)(=O)N2CCOCC2)c1 (stereo not drawn)	-12	-13	1	8	1	30	0.4	4
Cc1cc(NC(=O)C2CC2)ccc1NC(=O)c1cccs1	1	-1	-12	14	0	18	3.4	25
O=[N+]([O-])c1ccccc1S(=O)(=O)Nc1ccc(S(=O)(=O)N2CCOCC2)cc1	12	-2	18	0	6	0	-2.0	-11
COc1cc(/C=N/NC(=O)CCn2cnc(-c3ccccc3)c2-c2ccccc2)ccc1O	-3	0	13	28	-5	1	-3.1	23
COc1ccc(N2CCN(CC(=O)Nc3ccccc3SC)CC2)cc1	7	-2	17	21	4	5	0.1	25
CC1=C(C(N)=O)C(c2cccc(O)c2)n2nc(CCCO)nc2N1 (stereo not drawn)	6	8	-21	6	-1	13	-1.2	3
CCCOc1ccc2c(c1)C(=NN=C(N)N)c1cc(OCCC)ccc1-2	-20	14	96*	32	20	62*	10	76*
COc1ccc(-c2sc3cc4c(cc3c2C#Cc2ccc(N)cc2)OCO4)cc1	-44	-43	-42	13	8	37	4.7	22
C/C(=N\NC(=O)c1ccccc1O)c1cccs1	-105	-33	35	-20	-5	6	-6.3	-1
COC(=O)c1ccc2nc(NC(=O)C(C)(C)C)sc2c1	-90	-25	44	35	-5	46	-5.4	42*
CCC(=O)N(Cc1cc2cc(C)c(C)cc2[nH]c1=O)C1CCCCC1	-4	-9	11	7	-8	32	-2.9	34
CCOC(=O)N1CCC(N2Cc3cccc(C(=O)NCc4ccc(C)cc4)c3C2=O)CC1	5	-7	8	11	-4	22	-1.7	18

Molecules listed so far with a thiophene ring, fused or not:
SMILES	697 NFkB inh	Jurkat NFkB inh	Mdm2-MdmX inh	TIM10 inh	UPR XBP1 act	tim23-1 inh	UPR CHOP act	tim10-1 inh
CCN(CC)S(=O)(=O)c1ccc2nc(NC(=O)c3cccs3)sc2c1	-54	-14	-49	30	2	16	3.9	13
COc1ccc(N2CCN(C(=O)CCCn3c(=O)[nH]c4ccsc4c3=O)CC2)cc1	-9	7	9	8	-2	19	-0.8	24
Cc1cc(NC(=O)C2CC2)ccc1NC(=O)c1cccs1	1	-1	-12	14	0	18	3.4	25
COc1ccc(-c2sc3cc4c(cc3c2C#Cc2ccc(N)cc2)OCO4)cc1	-44	-43	-42	13	8	37	4.7	22
C/C(=N\NC(=O)c1ccccc1O)c1cccs1	-105	-33	35	-20	-5	6	-6.3	-1

New compounds follow.
SMILES	697 NFkB inh	Jurkat NFkB inh	Mdm2-MdmX inh	TIM10 inh	UPR XBP1 act	tim23-1 inh	UPR CHOP act	tim10-1 inh
Cc1ccc(S(=O)(=O)N2CCOCC2)cc1NC(=O)COc1cccc(-n2cnnn2)c1	14	11	18	12	-1	8	0.6	13
COc1ccc(C2C(C(=O)O)CC(=O)N2C2CCCCC2)cc1 (stereo not drawn)	9	4	22	-28	0	5	-2.3	5
CCCCc1cc(C(=O)Cc2ccccn2)c(O)cc1O	16	-2	6	7	-5	4	1.2	5
C=CC[C@@H](CC(=O)NCCO)C(=O)N[C@H](COC(=O)[C@@H](CC=C)Cc1ccc(F)cc1)Cc1c[nH]c2ccccc12	-5	-19	22	5	-3	13	2.6	21
O=C(Cc1c(Cl)cccc1Cl)OCC(=O)N1CCOCC1	11	11	12	-9	6	-3	1.9	-2
O=C(NCCn1cc(SCc2ccccc2F)c2ccccc21)c1c(F)cccc1F	-33	-24	17	4	6	8	6.5	8
O=C(CCN1C(=O)c2ccccc2C1=O)NCCN1CCOCC1	10	-6	-8	-5	1	12	-1.2	-1
COCC(=O)NC1CCN(CC(=O)Nc2ccccc2[N+](=O)[O-])CC1	0	-14	9	-8	-1	4	-0.4	12
CCn1cc(CN(C)C(=O)/C=C/c2ccc([N+](=O)[O-])cc2)c(C)n1	-17	-11	1	-9	-1	-4	0.4	23
CC1(C)CC2CC(C)(CN2C(=O)c2cc(-c3ccccc3)on2)C1 (stereo not drawn)	-1	9	2	13	1	39	-1.4	15
COc1cc(C2C3=C(CCCC3=O)Nc3[nH]n(-c4ccccc4)c(=O)c32)ccc1OC(C)=O (stereo not drawn)	24	-3	6	16	1	-3	-0.6	8
COc1ccccc1C(=O)Nc1ccc(S(=O)(=O)N2CCCC2)cc1	-9	-16	1	37	-1	22	1.0	27
CC(=O)OCc1cc(-c2nc3ccccc3[nH]c2=O)nn1-c1ccc(Cl)cc1	13	-4	0	-14	0	-15	0.2	-14
NS(=O)(=O)c1ccc(NC(=O)CSc2nc3c(c(=O)[nH]2)CCCC3)cc1	3	11	27	0	0	-1	0.5	-17
O=C(COC(=O)[C@H](Cc1ccccc1)NC(=O)c1ccco1)NC(c1ccccc1)c1ccccc1	6	12	-8	14	-3	13	0.2	22
CCCCCC(C)NC(=S)NC(=O)c1cc(S(=O)(=O)N2CCOCC2)ccc1C (stereo not drawn)	-37	4	33	26	-1	27	0.7	35
Cc1ccccc1NC(=O)C12CC3CCC1(C)C3(C)CO2 (stereo not drawn)	-6	4	-45	16	-2	33	1.9	23
Cc1ccc(Nc2nc(C)c3c(n2)CC(C)CC3=O)c(C)c1 (stereo not drawn)	-7	-2	23	10	5	9	-0.6	8
CCOC(=O)c1c(C)[nH]c(C(=O)COC(=O)Cn2cc(C(F)(F)F)ccc2=O)c1C	17	5	10	2	2	1	1.0	3
OC1CCCN(CC(O)COC(c2ccccc2)c2ccccc2)C1 (stereo not drawn)	5	-3	-8	-15	-1	9	0.2	4
COc1ccc(S(=O)(=O)N(C)C[C@H]2Oc3ccc(NS(=O)(=O)c4ccc(F)cc4)cc3C(=O)N([C@H](C)CO)C[C@@H]2C)cc1	1	-16	3	2	-2	-8	0.2	-8
C/C(=N\Nc1nc(C)cc(-c2ccccc2)n1)c1ccc(F)cc1	-16	-4	-11	1	-1	5	4.4	5
CC(C)NC(=O)NC(=O)CSc1nnc(COc2ccccc2Cl)o1	2	2	23	2	1	7	0.6	3
Cn1c(=O)n(CC(=O)NCC2CCCO2)c(=O)c2c3c(sc21)CCCC3 (stereo not drawn)	15	-10	24	-3	-1	-5	1.4	1
Cc1cc(N=Cc2cc(Cl)ccc2O)no1	-28	-16	3	3	2	35	-0.1	16

An excerpt of these results, bar-delimited.
SMILES | 697 NFkB inh | Jurkat NFkB inh | Mdm2-MdmX inh | TIM10 inh | UPR XBP1 act | tim23-1 inh | UPR CHOP act | tim10-1 inh
CC(=O)OCc1cc(-c2nc3ccccc3[nH]c2=O)nn1-c1ccc(Cl)cc1 | 13 | -4 | 0 | -14 | 0 | -15 | 0.2 | -14
NS(=O)(=O)c1ccc(NC(=O)CSc2nc3c(c(=O)[nH]2)CCCC3)cc1 | 3 | 11 | 27 | 0 | 0 | -1 | 0.5 | -17

Following part
SMILES	697 NFkB inh	Jurkat NFkB inh	Mdm2-MdmX inh	TIM10 inh	UPR XBP1 act	tim23-1 inh	UPR CHOP act	tim10-1 inh
O=C(/C=C/c1cccs1)Nc1sc2c(c1C(=O)O)CCCC2	-14	-3	28	-2	7	22	5.6	-17
O=c1nc(-c2ccccc2)nc(-c2ccccc2)[nH]1	-3	-22	5	3	2	8	0.5	-6
O=C(CSCc1ccc(Cl)cc1)N1CCOCC1	-28	4	-4	-7	5	-9	6.5	9
O=C(NCc1ccccc1)c1cccc(Br)n1	16	-11	5	3	-1	11	0.7	-8
COc1ccc(C2=[N+](C)CCn3cccc32)c(OC)c1	-21	34	-11	-1	0	-13	-1.5	-7
COc1ccc(OCc2nnc(SCC(=O)Nc3cccc(Cl)c3)o2)cc1	17	-15	14	-6	3	12	-2.0	17
CC(C)N1C(=O)CCC1C(=O)NCc1ccco1 (stereo not drawn)	24	-9	13	-4	5	1	0.1	12
COC(=O)C1CSC(c2ccc(Cl)cc2)N1C(=O)c1ccccc1 (stereo not drawn)	7	-3	28	12	-2	26	-0.8	7
CC(C)CC(=O)NCCNC(=O)c1cc(OCC(F)(F)F)ccc1OCC(F)(F)F	22	13	14	-2	-5	-7	1.5	-1
CC1(C)C(=O)NC(=O)N1Cc1ccccc1	11	-8	18	-2	-1	-1	-2.3	-18
COc1cccc(OC)c1C(=O)Nc1ccc(S(=O)(=O)Nc2cc(C)nc(C)n2)cc1	-4	-16	0	-4	-1	3	-1.5	16
O=C(NNC(=O)c1ccccc1O)c1cccc(Br)c1	-30	-7	16	13	0	10	4.0	9
O=C(Nc1nc2cc3c(cc2s1)OCCO3)C1CCCCC1	-348	-233	-81	17	-3	57*	2.7	30
CCS(=O)(=O)N1Cc2ccccc2CC1C(=O)Nc1nc2ccccc2[nH]1 (stereo not drawn)	-40	-99	-41	17	-1	26	2.7	23
COc1c(O)c(=O)n2c3ccccc3c3ccnc1c32	22	-4	16	35	-2	62*	2.7	36
CCN(C[C@H]1N[C@@](C)(C(=O)OC)[C@H]2C(=O)N(C)C(=O)[C@@H]12)C(=O)c1ccc(C)cc1	1	-6	-1	-1	1	2	0.9	1
O=c1c2ccccc2nc(SCCN2CCOCC2)n1CCc1ccccc1	-7	-4	-14	-17	2	9	1.3	1
N#CCCN(C(=O)c1cc2c(s1)-c1ccccc1S(=O)(=O)C2)c1ccccc1	-12	-9	19	-10	-8	5	-1.4	16
COCCNc1ncnc2c1cnn2Cc1ccc(Cl)cc1	9	3	-11	11	4	16	2.5	10
CC1CCCCN1Cc1c(O)ccc2c(=O)c(-c3ccc(Br)cc3)coc12 (stereo not drawn)	-8	0	-3	21	1	27	4.1	32
Cc1ccc2nc(C(=O)N3CCCC(Nc4ccc(F)cc4)C3)cn2c1 (stereo not drawn)	5	-2	-6	-1	-1	-1	2.7	0
Cc1ccccc1CC(=O)Nc1ccc(S(=O)(=O)N2CCOCC2)cc1	-16	-2	13	-9	-2	12	-2.8	-5
CSc1ccc(CN(C)C(C)C(=O)NCc2ccccc2)cc1 (stereo not drawn)	10	-12	14	-3	-2	25	-1.5	20
CN(CCNC(=O)C1CCN(S(=O)(=O)N2CCOCC2)CC1)CCc1ccccc1	13	0	12	3	2	2	-1.2	-1

Screens (PubChem)
